Pf gamet viab: P. falciparum stage V gametocyte viability inhibition; AID 743093; inhibition, % at 10.9 µM; P. falciparum stage V gametocytes, ATP luminescence, 24 h; hit rate 0.065% among 150,000;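 active = inhibition above the mean plus 3 SD of compounds within the control limits, set per campaign, cut at about 38% in these data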;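 note: 0% = DMSO wells and 100% = medium only without gametocytes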
ABCB1 block: blocks JC-1 efflux by human ABCB1 transporter | P08183 | CCRF-Adr cells, flow cytometry | inhibition, % at 6.6 µM | hit rate 0.067% among 190,000; in the data active = inhibition above about 40%;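 note: 0% = vehicle and 100% = reference inhibitor; higher value means more JC-1 retained so stronger ABCB1 efflux block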
Target sequence (P08183 whole entry, looked up): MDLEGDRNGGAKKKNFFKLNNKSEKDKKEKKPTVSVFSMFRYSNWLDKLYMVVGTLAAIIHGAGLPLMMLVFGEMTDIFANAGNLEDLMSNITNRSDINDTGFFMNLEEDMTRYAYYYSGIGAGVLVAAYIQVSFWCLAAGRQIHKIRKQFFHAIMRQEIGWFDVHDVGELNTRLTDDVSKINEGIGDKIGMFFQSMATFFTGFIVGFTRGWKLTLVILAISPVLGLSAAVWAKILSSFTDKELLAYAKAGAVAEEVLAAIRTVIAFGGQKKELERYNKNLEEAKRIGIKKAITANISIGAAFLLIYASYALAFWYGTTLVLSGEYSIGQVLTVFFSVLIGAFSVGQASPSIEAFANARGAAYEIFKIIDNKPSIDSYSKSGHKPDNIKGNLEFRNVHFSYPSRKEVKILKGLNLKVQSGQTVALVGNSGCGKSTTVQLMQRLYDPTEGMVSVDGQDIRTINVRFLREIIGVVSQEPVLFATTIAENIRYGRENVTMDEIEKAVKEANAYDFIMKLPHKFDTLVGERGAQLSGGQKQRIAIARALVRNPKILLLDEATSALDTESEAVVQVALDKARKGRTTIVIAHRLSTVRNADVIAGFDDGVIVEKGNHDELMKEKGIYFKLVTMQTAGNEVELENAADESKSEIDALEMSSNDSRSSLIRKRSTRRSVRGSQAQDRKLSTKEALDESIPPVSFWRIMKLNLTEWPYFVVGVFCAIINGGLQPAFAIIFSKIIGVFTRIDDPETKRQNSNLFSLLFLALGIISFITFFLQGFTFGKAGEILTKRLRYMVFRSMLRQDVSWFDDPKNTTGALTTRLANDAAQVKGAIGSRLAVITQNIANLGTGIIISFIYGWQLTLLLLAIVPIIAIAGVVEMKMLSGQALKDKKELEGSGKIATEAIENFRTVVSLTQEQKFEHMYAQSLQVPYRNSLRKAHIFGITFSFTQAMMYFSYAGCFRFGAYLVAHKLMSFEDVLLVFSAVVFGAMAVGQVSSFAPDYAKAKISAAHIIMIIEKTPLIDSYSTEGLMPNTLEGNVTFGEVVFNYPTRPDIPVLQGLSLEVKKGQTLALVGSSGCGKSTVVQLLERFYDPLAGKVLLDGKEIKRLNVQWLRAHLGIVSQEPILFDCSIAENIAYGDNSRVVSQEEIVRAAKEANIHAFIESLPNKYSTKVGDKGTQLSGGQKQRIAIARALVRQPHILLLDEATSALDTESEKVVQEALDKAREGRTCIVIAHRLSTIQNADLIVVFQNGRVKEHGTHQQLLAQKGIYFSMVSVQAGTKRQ
Mcl1 Noxa PPI: Mcl-1/Noxa interaction inhibition. inhibition, % at 21.7 µM. hit rate 1.5% among 220,000. TR-FRET Mcl-1/Noxa peptide binding, 2 h;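 active = compounds that cut the protein-peptide binding signal by more than 50% relative to plate controls in a single-dose test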;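 note: His-tagged Mcl-1 with rhodamine Noxa BH3 peptide and terbium anti-His antibody; 0% = Mcl-1 plus Noxa peptide wells and 100% = peptide-only wells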
Avidin fluor: compound fluoresces at 488/530 nm on avidin beads. compound fluorescence 488/530 nm, flow cytometry; active compounds read high. hit rate 0.38% among 220,000. fluorescence (KMESF) at 10 µM; in the data active = fluorescence above about 47; note: inactives centre near 10
RGS4-Gao reg: human RGS4-Galphao interaction regulation; Multiplexed bead flow cytometry, RGS4-Galphao binding; actives lie on both sides; AID 1415; binding response (% of control), % at 10 µM; hit rate 0.33% among 220,000; in the data active = binding response below about 49% or above about 150%; inactive = in between;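 note: fluorescent Galphao activated with aluminum fluoride binding bead-coupled RGS4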
RGS7-Gao: regulators of human RGS7-Galphao interaction. P09471. hit rate 0.35% among 220,000. binding response (% of control), % at 10 µM. Multiplexed bead flow cytometry, RGS7-Galphao binding; actives lie on both sides. AID 1439; in the data active = binding response below about 49% or above about 150%; inconclusive = no clear call, values can overlap the other calls; inactive = in between;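 note: fluorescent Galphao held in activated GDP-AlF4 state binding bead-coupled RGS7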
Mcl1-Bid inh: Mcl-1/Bid interaction inhibition. Q07820. TR-FRET Mcl-1/Bid-Dy647 peptide binding, 1536-well. inhibition, % at 21.7 µM. hit rate 0.97% among 220,000;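 active = compounds that cut the binding signal by more than half at the single screening dose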;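 note: His-tagged Mcl-1 with europium anti-His antibody binding Bid BH3 peptide; 0% = Mcl-1 plus peptide wells and 100% = peptide-only wells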
GSH fluor: compound fluoresces at 488/530 nm on GSH beads | GSH beads flow cytometry, compound fluorescence 488/530 nm; active compounds read high | fluorescence (KMESF) at 10 µM | hit rate 0.25% among 190,000 | AID 1776; in the data active = fluorescence above about 89;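 note: glutathione beads carrying GST-tagged Bcl family fusion proteins plus one bare bead set; values are compound well signal with DMSO vehicle wells as background; inactives centre near 16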
RGS8-Gao: human RGS8-Galphao interaction regulation. P09471. multiplexed bead flow cytometry, RGS8-Galphao binding; actives lie on both sides. response (percent of control binding), % at 10 µM. hit rate 0.34% among 220,000; in the data active = response below about 60% or above about 140%; inactive = in between;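 note: Galphao activated as the GDP aluminium fluoride complex binding bead-coupled RGS8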
Bim-Mcl-1: inhibitors of Bim-Mcl-1 interaction, human. hit rate 0.1% among 190,000. Q07820. inhibition, % at 10 µM. Bead-based flow cytometry, Bim peptide-Mcl-1 binding; in the data active = inhibition above about 40%;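 note: 0% = no compound tracer wells and 100% = peptide blocker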
ABCG2 block: human ABCG2 inhibition, ABCB1 as counter-screen | IgMXP3 cells, JC-1 efflux, flow cytometry | inhibition, % at 6.6 µM | hit rate 0.1% among 190,000;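 active = inhibition above 80%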;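 note: 0% = DMSO and 100% = nicardipine control wells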
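Test system: ABCG2 IgMXP3 and barcoded ABCB1 CCRF-Adr cell mix; Schedule: cells with compound and JC-1, 10 min at 25 °C, rotating, no wash; Technique: flow cytometry of retained JC-1 fluorescence; Measure: % inhibition of efflux relative to nicardipine and DMSO; Controls: nicardipine high and DMSO low controls.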
* marks the source's active call; other numbers are inactive results; ? = inconclusive; / = no result given. This is a random part of the collection; about 3.3% have a hit in one of these screens.

SMILES | Pf gamet viab | ABCB1 block | Mcl1 Noxa PPI | Avidin fluor | RGS4-Gao reg | RGS7-Gao | Mcl1-Bid inh | GSH fluor | RGS8-Gao | Bim-Mcl-1 | ABCG2 block
Cn1nc([N+](=O)[O-])nc1Oc1ccccc1C(=O)N1CCOCC1 | 27 | 0.3 | 12 | 10 | 103 | ? | -25 | 15 | 100 | 0 | 3
CC(=O)Nc1ccc(S(=O)(=O)Nc2cc(-c3ccccc3)nn2C)cc1 | -24 | / | 13 | 8 | 100 | ? | -1 | / | 102 | / | /
COc1cccc(N2C(=O)CC(c3c[nH]c4ccccc34)C2=O)c1 (stereo unspecified) | / | 0.0 | 10 | 18 | 100 | 103 | -14 | 43 | 101 | 0 | 2
CCCCc1ccc(NC(=O)CSCc2cc(=O)[nH][nH]2)cc1 | -8 | -0.3 | -39 | 6 | 102 | 96 | -78 | 13 | 104 | 0 | -1
CCC(CC)NC(=O)C1CCN(S(=O)(=O)c2cccs2)CC1 | -22 | 1.6 | -9 | 36 | 100 | 102 | -11 | 17 | 102 | 0 | 6
CN/S(=N/S(=O)(=O)c1ccccc1)c1ccc(C)cc1 (stereo unspecified) | -20 | 0.5 | 5 | 12 | 106 | 96 | -9 | 7 | 99 | 3 | 1
O=C(C1CCC(CNc2c(N3CCCC3)c(=O)c2=O)CC1)N1CCc2ccccc21 (stereo unspecified) | -23 | / | 2 | 9 | 101 | ? | -19 | / | 99 | / | /
CN1C(=O)c2ccccc2C(C(=O)NCC2CCCO2)C1c1c[nH]c2ccccc12 (stereo unspecified) | 22 | 0.2 | -14 | 35 | 101 | 102 | -7 | 13 | 101 | -2 | 1
Cc1ccc(-c2[nH]c3cc(C(=O)NCCCn4ccnc4)ccc3c(=O)c2O)cc1 | -18 | / | 2 | 11 | 95 | ? | -60 | / | 100 | / | /
CN(C)CCN(C(=O)CCc1ccccc1)c1nc2c(F)cc(F)cc2s1 | -28 | 0.6 | 3 | 14 | 98 | 101 | -5 | 11 | 99 | 2 | 1
CCOC(=O)c1nn(-c2ccccc2C)c(=O)c(C#N)c1C | / | 0.2 | -2 | 23 | 98 | 98 | 6 | 24 | 98 | 2 | 3
COc1ccccc1NS(=O)(=O)c1ccc(O)c(C(=O)OCC(=O)c2ccc(Cl)cc2Cl)c1 | -5 | -0.1 | 22 | 9 | 101 | ? | -11 | 13 | 101 | -1 | 0
CCOC(=O)c1c(NC(=O)CCC(=O)O)sc2c1CC(C)(C)OC2 | 18 | 1.9 | 8 | 11 | 102 | 101 | -26 | 10 | 101 | 4 | 12
Cc1ccc(Nc2nc3ccccc3c(=O)s2)cc1 | 4 | 0.3 | 14 | 11 | 101 | 103 | -51 | 10 | 101 | 0 | 2
O=C(NC1CC1)c1ccc(CS(=O)(=O)c2c(Cl)cccc2Cl)o1 | / | 1.0 | -5 | 7 | 101 | 102 | -16 | 23 | 102 | 0 | 1
O=C(O)c1cccc(S(=O)(=O)Nc2ccc([N+](=O)[O-])cc2O)c1 | 23 | / | -12 | 8 | 100 | ? | -110 | / | 100 | / | /
O=C(Nc1ccc(Cl)cc1)N1CCSc2ccccc21 | -7 | -0.1 | -9 | 41 | 101 | 106 | -10 | 22 | 99 | 0 | 0
CCCNS(=O)(=O)c1ccc(CCC(=O)N2CCN(CC)CC2)cc1 | 5 | 0.4 | 11 | 13 | 102 | 97 | -20 | 26 | 101 | -2 | -1
O=C(CNC(=O)c1cc2c(s1)CCC2)Nc1ccccc1Br | 18 | 0.1 | -3 | 2 | 76 | 89 | -17 | 37 | 97 | 0 | 0
COc1ccc(C(=O)c2coc(-c3ccccc3C(=O)O)c2C(=O)O)cc1 | 21 | 0.2 | 22 | 4 | 104 | 97 | 6 | 10 | 104 | -3 | 2
O/N=C1\CC(O)Cc2nonc21 (stereo unspecified) | -2 | 0.1 | 4 | 4 | 97 | 95 | -10 | 27 | 100 | -1 | 1
Cc1ncc([N+](=O)[O-])n1CCOC(=O)NC(NCc1cccnc1)C(Cl)(Cl)Cl (stereo unspecified) | 12 | -0.1 | 12 | 14 | 102 | 104 | -14 | 16 | 102 | -2 | 4
Cc1nc2ccccc2c(=O)n1/N=C/c1c(O)ccc2oc3c(c12)CCCC3 | 14 | 0.4 | 11 | 9 | 99 | 98 | 9 | 15 | 100 | -1 | 1
Cc1ccccc1-c1n[nH]c(=S)n1Cc1ccccc1 | -27 | -1.2 | 18 | 8 | 102 | 100 | -12 | 10 | 101 | -2 | -3
Cc1ccccc1OCC(=O)N1CCCc2ccccc21 | -9 | 1.5 | 0 | 11 | 101 | 100 | 2 | 4 | 95 | -4 | 10
O=C(CSc1nnnn1C1CCCC1)Nc1ccc2c(c1)OCCO2 | -4 | 0.6 | -4 | 16 | 97 | 100 | -8 | 6 | 100 | 0 | 4
C=CCNC(=O)COC(=O)CNC(=O)c1cc(Cl)cc([N+](=O)[O-])c1 | -2 | 0.0 | -2 | 10 | 100 | 102 | -8 | 16 | 105 | 0 | 1
O=C(CCl)Nc1ccccc1C(=O)Nc1ccc2c(c1)OCO2 | 9 | / | -5 | 7 | 101 | ? | 2 | / | 102 | / | /
Cc1ccc(C(=O)Nc2cccc(S(=O)(=O)N3CCOCC3)c2)cc1[N+](=O)[O-] | 19 | / | 12 | 6 | 97 | ? | -5 | / | 100 | / | /
CC(NC(=O)c1ccc(Cl)cc1)C(=O)NC1=NCCS1 (stereo unspecified) | / | 0.8 | 19 | 13 | 104 | 102 | 3 | 42 | 103 | 0 | 2
O=C(NCC(c1cccnc1)N1CCN(c2ccc(F)cc2)CC1)C1CCCCC1 (stereo unspecified) | / | 2.1 | 4 | 25 | 110 | 99 | -16 | 9 | 105 | 0 | 12
Cc1cccc(NC(=O)CN2C(=O)N/C(=C\c3ccc(-c4cccc(C(=O)O)c4)o3)C2=O)c1 | -3 | / | 15 | 12 | 108 | ? | -26 | / | 99 | / | /
O=C(CSc1nc2ccccc2c(=O)n1-c1ccccc1)N1CCC1 | 19 | 0.0 | 19 | 9 | 108 | 107 | -24 | 19 | 104 | -1 | 0
CC1(C)CC(=O)C(C(=S)Nc2ccccc2)=C(NCCN2CCOCC2)C1 | 2 | 0.6 | -1 | 15 | 104 | 99 | -29 | 24 | 101 | -2 | 2
Cc1ccc(CNC(=O)COC(=O)[C@@H]2CC(O)CN2S(=O)(=O)c2ccc3c(c2)OCCO3)cc1 (stereo partly specified) | 12 | 1.8 | -14 | 15 | 106 | 104 | -34 | 4 | 100 | -2 | 9
CCCCc1nnc(NC(=O)CS(=O)(=O)Cc2ccccc2)s1 | -7 | 0.5 | 2 | 9 | 100 | 100 | 4 | 11 | 102 | 0 | 1
Cc1c(C(=O)Nc2ccccn2)oc2ccccc12 | / | 1.0 | 21 | 28 | 99 | 96 | 5 | 30 | 94 | -2 | 5
CC(C)(C)c1ccc(/C=C/C(=O)N2CCCCC2)cc1 | 10 | 0.1 | -8 | 9 | 96 | 104 | 8 | 14 | 101 | 0 | 5
COc1cccc(/C=C/C(=O)NNC(=O)CCN2CCN(Cc3ccccc3)CC2)c1 | -6 | / | -1 | 20 | 107 | ? | -3 | / | 104 | / | /
Cc1ccccc1S(=O)(=O)c1c(C)cc(C)n(C(C)C)c1=O | 15 | 1.0 | 1 | 7 | 96 | 104 | -27 | 48 | 97 | 0 | 4
Cc1cccc(-c2cc(N)n(-c3ccccc3)n2)c1 | 21 | -0.3 | 10 | 5 | 102 | 97 | -47 | 9 | 100 | 2 | -1
COc1ccc(NC(=O)c2nnn(Cc3ccc(SC)cc3)c2N)c(OC)c1 | / | 0.4 | 11 | 7 | 100 | 102 | -21 | 15 | 99 | -3 | 3
C=CCOc1ccc(CNC(C)(C)C)cc1OC | / | 0.3 | -1 | 7 | 101 | 99 | -42 | 52 | 98 | 0 | 2
CC1(NC(=S)Nc2ccc3ccccc3c2)CCS(=O)(=O)C1 (stereo unspecified) | -2 | / | 16 | 8 | 100 | ? | -88 | / | 99 | / | /
O=c1c2cc(NC(=S)NCCN3CCCCCC3)ccc2nc2n1CCCCC2 | -154 | -0.2 | 28 | 9 | 100 | ? | -46 | 17 | 102 | -4 | -1
COCCN(C(=O)CSc1nnc(C)n1-c1ccccc1)c1c(N)n(Cc2ccccc2)c(=O)[nH]c1=O | / | -0.1 | 11 | 2 | 102 | 102 | -10 | 6 | 100 | 0 | -1
Cc1ccccc1S(=O)(=O)Nc1ncc(C(F)(F)F)cc1Cl | 11 | 0.3 | 7 | 12 | 104 | ? | 14 | 13 | 103 | 0 | -3
CCOc1ccc(NC(=O)c2ccc(F)c(S(=O)(=O)N3CCN(c4ccccn4)CC3)c2)cc1 | / | 0.9 | 14 | 20 | 97 | 104 | -16 | 11 | 97 | 0 | 1
CCCCCOC(=O)C1C2C=CC3(CN(c4ccccc4C)C(=O)C13)O2 (stereo unspecified) | / | 0.7 | 19 | 34 | 101 | 100 | -19 | 13 | 101 | -3 | 2
N#Cc1ccccc1NC(=O)CNc1ccccc1N1CCCCC1 | 1 | -0.1 | 2 | 6 | 103 | 104 | -11 | 30 | 105 | -3 | 0
COC(=O)c1[nH]c2cccc(OC)c2c1NC(=O)CCN1CCC(C)CC1 | / | -0.3 | -13 | 33 | 100 | 100 | -16 | 22 | 101 | -1 | -4
CCOc1ccccc1N1CCN(C(=O)c2cc[n+]([O-])cc2)CC1 | / | 0.5 | 11 | 26 | 98 | 95 | -80 | 16 | 96 | -2 | 1
Cc1cc(N2C(=O)C(O)=C(C(=O)c3cccs3)C2c2cccc(Br)c2)no1 (stereo unspecified) | -21 | / | 15 | 4 | 98 | ? | -10 | / | 98 | / | /
COc1ccc(CNC(=O)C2CSCCS2)cc1 (stereo unspecified) | / | 0.0 | -31 | 22 | 103 | 99 | -16 | 13 | 102 | -3 | 0
Cc1ccc(C2Nc3ccccc3C(=O)N2CCCN2CCOCC2)cc1 (stereo unspecified) | -20 | / | -16 | 20 | 95 | ? | -26 | / | 99 | / | /
O=C(NCC(=O)N1CC(O)CC1C(=O)N1CC(O)CC1C(=O)OCc1ccccc1)OCc1ccccc1 (stereo unspecified) | -23 | -0.4 | -17 | 20 | 95 | 98 | -24 | 12 | 96 | 0 | -3

Three entries already listed, sorted by their value in GSH fluor, rising:
molecule | ABCB1 block | Mcl1 Noxa PPI | Avidin fluor | RGS4-Gao reg | RGS7-Gao | Mcl1-Bid inh | GSH fluor | RGS8-Gao | Bim-Mcl-1
CC(C)(C)c1ccc(/C=C/C(=O)N2CCCCC2)cc1 | 0.1 | -8 | 9 | 96 | 104 | 8 | 14 | 101 | 0
O=C(CSc1nc2ccccc2c(=O)n1-c1ccccc1)N1CCC1 | 0.0 | 19 | 9 | 108 | 107 | -24 | 19 | 104 | -1
O=C(CNC(=O)c1cc2c(s1)CCC2)Nc1ccccc1Br | 0.1 | -3 | 2 | 76 | 89 | -17 | 37 | 97 | 0

Source: PubChem BioAssay (several laboratories)
